Compound activity deposited in PubChem by Sanford-Burnham Center for Chemical Genomics.
mIAP activ – mouse IAP activation | muIAP, CDP-Star luminescence, 30 min; active compounds read high; 1 = vehicle-only enzyme signal, 0 = enzyme-free wells | 330,000 tested, 0.24% active | AID 2805 | activation factor at 10 µM;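 active = activation factor of at least 2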; also: the source names both 10 and 20 µM as test concentration; values of inactives mirror those of a sister screen read the other way
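Assay system: mouse IAP enzyme; Reagent: CDP-Star chemiluminescent phosphatase substrate; Compound: DMSO-dissolved test compounds; Incubation: 30 min, room temperature; Technique: luminescence from enzymatic CDP-Star hydrolysis; Controls: DMSO-only wells and no-enzyme negative control.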
ATG4B inh – blocks human ATG4B protease cleavage of LC3 substrate. Q9Y4P1. ATG4B cleavage of LC3-PLA2, NBD-HPC fluorescence, 1 h. inhibition, % at 8.33 µM. 340,000 tested, 0.51% active. AID 504462; in the data active = inhibition above about 40%
Target sequence (Q9Y4P1 whole entry, looked up): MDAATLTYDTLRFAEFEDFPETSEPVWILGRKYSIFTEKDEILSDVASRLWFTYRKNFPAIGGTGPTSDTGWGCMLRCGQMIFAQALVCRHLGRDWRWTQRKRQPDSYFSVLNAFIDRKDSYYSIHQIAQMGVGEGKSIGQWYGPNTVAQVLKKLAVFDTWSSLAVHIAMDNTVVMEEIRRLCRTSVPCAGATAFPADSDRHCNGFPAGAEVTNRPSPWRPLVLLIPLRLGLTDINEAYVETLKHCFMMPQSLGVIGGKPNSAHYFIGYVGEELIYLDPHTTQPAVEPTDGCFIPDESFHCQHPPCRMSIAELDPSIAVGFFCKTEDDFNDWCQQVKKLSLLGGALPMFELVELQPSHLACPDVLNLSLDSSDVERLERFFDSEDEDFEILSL
HKDC1 inh – inhibitors of human hexokinase HKDC1. Q2TB90. recombinant HKDC1, G6PDH/diaphorase resazurin coupled fluorescence. inhibition, % at 20 µM. 340,000 tested, 0.16% active;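 active = inhibition above about 35% when tested at 20 µM, limit read from the data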;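 also: plate controls were DMSO wells with enzyme for no effect and DMSO wells lacking enzyme for full effect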
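test system = in-house recombinant HK5 (HKDC1) enzyme | amount = HKDC1 at 5 µg/mL | control set = DMSO-enzyme wells negative, buffer-substituted wells positive | compound = one dose of 20 µM, 1% DMSO | schedule = reaction time 90 min, room temperature, protected from light | technique = resorufin fluorescence at 613 nm | reagent = glucose with 1 mM ATP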
A3A deaminase – human APOBEC3A DNA deaminase inhibition. 330,000 tested, 0.41% active. inhibition, % at 20 µM. AID 493011. P31941. recombinant A3A, FAM/TAMRA ssDNA deamination fluorescence;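 active = at least 40% inhibition at 20 µM here, with at most 30% in a related deaminase screen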;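 also: plate controls were A3A with DMSO for no effect and wells lacking A3A enzyme for full effect; some results filed as inactive read as strong as hits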
Target sequence (P31941 whole entry, looked up): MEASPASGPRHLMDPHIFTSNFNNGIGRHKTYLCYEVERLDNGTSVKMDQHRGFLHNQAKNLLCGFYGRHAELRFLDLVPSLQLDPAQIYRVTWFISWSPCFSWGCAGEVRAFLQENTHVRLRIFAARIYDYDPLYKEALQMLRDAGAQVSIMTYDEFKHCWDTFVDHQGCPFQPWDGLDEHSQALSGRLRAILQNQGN
hIAP block – blocks human intestinal alkaline phosphatase | P09923 | purified IAP, CDP-Star luminescence, 30 min | inhibition, % at 10 µM | 330,000 tested, 0.12% active | AID 2544;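 active = inhibition reaching a set limit with compound at 10 µM in the primary screen, cut at about 35% in these data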;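 also: plate controls were DMSO wells with enzyme for no effect and no-enzyme buffer wells for full effect; values of inactives mirror those of a sister screen read the other way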
mIAP inh – mouse IAP inhibition; inhibition, % at 10 µM; 330,000 tested, 0.2% active; purified mouse IAP, CDP-Star luminescence, 30 min; AID 2806;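 active = inhibition of at least 40% at 10 µM in the primary screen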;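 also: plate controls were DMSO with enzyme for no effect and no enzyme wells for full effect; values of inactives mirror those of a sister screen read the other way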
PfGluPho inh – PfG6PD (Plasmodium falciparum) enzyme inhibition | PfGluPho enzyme, NADPH resazurin-diaphorase fluorescence | inhibition, % at 20 µM | 350,000 tested, 0.78% active | AID 504690;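 active = inhibition reaching at least a set limit at 20 µM in the primary screen, cut at about 59% in these data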;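 also: 0% = DMSO wells with substrate and 100% = DMSO wells lacking glucose-6-phosphate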
hIAP activ – increases human intestinal alkaline phosphatase activity. 330,000 tested, 0.16% active. activation factor at 10 µM. P09923. purified human IAP, CDP-Star luminescence, 30 min; active compounds read high; 1 = vehicle-only enzyme, 0 = enzyme-free background;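 active = activation factor of the enzyme at least 2-fold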; also: the source names both 10 and 20 µM as test concentration; values of inactives mirror those of a sister screen read the other way
* = called active by the depositor; / = no result given.

SMILES	mIAP activ	ATG4B inh	HKDC1 inh	A3A deaminase	hIAP block	mIAP inh	PfGluPho inh	hIAP activ
COc1cc(C2C(C#N)=C(N)N(N(C)C)C3=C2C(=O)CC(C)(C)C3)cc(OC)c1OC (stereo not given)	0.992	-7.7	-0.8	-1.9	-27.1	0.8	-8.2	1.27
OCCn1c(Cl)nc2ccccc21	0.946	-4.3	3.5	6.5	4.7	5.4	-2.3	0.953
Cc1cccc(C)c1NC(=O)CN(C)C(C)C(=O)NCC(=O)Nc1ccc(F)c(F)c1F (stereo not given)	1.07	-55.9	-0.9	0.9	-58.3	-7.5	3.3	1.58
O=C(NCCc1c[nH]c2ccccc12)C1CCN(c2nnc(N3CCCC3=O)s2)CC1	1.07	-7.4	-2.9	-1.5	-1.5	-7.2	0.2	1.01
COc1ccnc2c1c(=O)n(Cc1cccc(Cl)c1)c(=O)n2C	0.876	-9.7	0.1	-3.9	18.4	12.4	2.2	0.816
CCCCOc1nc2c(c(=O)n(C)c(=O)n2C)n1C	1.04	10.6	-3.4	-1.7	13.6	-4.4	-2.2	0.864
CCOC(=O)c1ccc(S(=O)(=O)N2CCN(C3CCCC3)CC2)cc1	0.991	1.9	5.0	-4.9	-7.0	0.9	-1.5	1.07
Cc1ccc(-n2ncc(C(=O)NC3CC3)c2C2CCN(C(=O)OC(C)(C)C)CC2)c(C)c1	0.978	-3.6	1.6	3.0	18.3	2.2	-21.1	0.817
COc1cc(C(=O)Nc2ccccc2N2CCCCC2)cc(OC)c1OC	0.976	3.1	-4.0	-1.6	-4.1	2.4	-4.1	1.04
COc1ccc(S(=O)(=O)Oc2cc(C(=S)N3CCOCC3)ccc2OC)cc1	0.955	-16.1	0.0	2.2	2.2	4.5	-3.3	0.978
CCOc1cc(C2c3c(n[nH]c3C)C(=O)N2c2ccc(C)cc2)ccc1O (stereo not given)	0.921	-0.3	23.1	-1.3	-3.4	7.9	7.7	1.03
COc1ccccc1CC(=O)NCc1ccc2c(c1)OCO2	1.02	-10.0	-1.3	0.6	10.5	-2.2	-13.7	0.895
CCOCCCNC(=S)N(CCCN(C)C)Cc1cc2cc3c(cc2[nH]c1=O)OCCO3	0.92	-3.4	2.9	-2.1	-0.3	8.0	-5.4	1
CC(C)(C)C(=O)Nc1cccc(OC(F)(F)C(F)Cl)c1 (stereo not given)	1.02	1.9	-8.5	0.0	-2.1	-2.5	3.4	1.02
CC(=O)c1cccc(NC(=S)NC(=O)c2ccc(Br)cc2)c1	0.946	2.9	-7.6	1.7	1.0	5.4	-4.9	0.99
CCCn1c(N)c(C(=O)COC(=O)CNC(=O)c2ccc(C)c(C)c2)c(=O)n(C)c1=O	0.939	-8.5	-3.4	-4.8	6.0	6.1	-26.3	0.94
O=C(O)c1ccc(CNC(=O)c2ccc(S(=O)(=O)N3CCCCC3)cc2)cc1	0.979	-6.5	-5.5	-0.7	10.4	2.1	-8.0	0.896
COC(=O)CC1COc2ccccc2N1C(=O)c1cc(OC)c(OC)c(OC)c1 (stereo not given)	0.989	-10.1	-1.5	-1.3	6.4	1.1	10.9	0.936
c1ccc(Oc2nc(Oc3ccccc3)nc(N3CCOCC3)n2)cc1	1.07	-1.8	-5.0	-7.3	-10.8	-7.1	-5.0	1.11
CCOc1ccc(C(=O)NNC(=O)c2cc(S(=O)(=O)N3CCOCC3)ccc2Cl)cc1	1.07	-9.0	-2.6	0.9	5.5	-6.6	-16.9	0.945
O=C(Nc1nc2ccccc2[nH]1)C1CCC1	0.86	4.7	-3.3	2.7	-13.5	14.0	-3.0	1.14
Cc1cccc(C)c1NC(=O)COC(=O)CSc1nnc(N)s1	0.896	5.1	-9.1	-0.2	13.1	10.4	-13.1	0.869
Cc1ccc(S(=O)(=O)NCC(=O)N2CCN(c3ccccn3)CC2)cc1	0.896	-8.2	-11.5	3.0	10.0	10.4	-0.7	0.9
COc1ccc(C(=O)Nc2ccc(CN3CCCCC3)cc2)cc1	1.08	-29.2	-7.1	0.4	-3.7	-8.1	3.4	1.04
Cc1cc(C)n(-c2cc(C)c(C)cc2Br)n1	0.971	-3.8	5.3	2.6	2.6	2.9	-20.3	0.974
More results follow:
SMILES	mIAP activ	ATG4B inh	HKDC1 inh	A3A deaminase	hIAP block	mIAP inh	PfGluPho inh	hIAP activ
COc1ccc(S(=O)(=O)NCc2ccccn2)cc1OC	0.976	5.3	-6.0	0.7	-19.6	2.4	8.2	1.2
CCOC(=O)C1=C(CNCc2ccccc2Cl)NC(=O)NC1c1cccc([N+](=O)[O-])c1 (stereo not given)	0.953	-1.5	-2.0	-1.1	6.8	4.7	9.1	0.932
Cn1c(CNC(=O)c2ccco2)nnc1SCC(=O)Nc1c(F)cc(F)cc1Br	1.08	7.2	-12.7	4.2	-5.4	-7.6	9.1	1.05
CCN(CC)CCCNc1nc(C)cc(COC)c1C#N	1.09	9.5	-1.2	6.6	-6.1	-8.9	-14.5	1.06
CCOC(=O)C1CCN(C(=O)COc2ccc(N(C)S(=O)(=O)c3ccc(C)cc3)cc2)CC1	0.987	6.9	3.5	2.0	5.9	1.3	3.0	0.941
CCN(CC(=O)Nc1c(F)cccc1F)C(=O)CNC(=O)c1cccs1	0.984	2.6	1.3	-1.9	-20.3	1.6	-8.0	1.2
CC(=O)Nc1ccc(S(=O)(=O)N2CCN(Cc3csc(C)n3)CC2)cc1	1.02	2.5	-2.1	-4.7	4.2	-1.7	-15.1	0.958
CC(C)(C)NC(=O)CN(C(=O)Cn1nnc(-c2ccccc2F)n1)c1cccc2c1CCCC2	1.13	1.2	0.0	-0.3	8.3	-12.7	11.2	0.917
N#Cc1cccnc1N1CCN(C(=O)c2cccc3c2C(=O)c2ccc(-c4ccc(Cl)c(C(F)(F)F)c4)cc2S3(=O)=O)CC1	0.788	5.3	3.7	-2.5	7.1	21.2	-4.5	0.929
COc1ccccc1-c1nc2cc(Cl)ccc2c(=O)n1O	1.02	5.6	-1.2	2.6	-4.2	-1.8	2.4	1.04
CSC1=N/C(=C\c2ccc(C)o2)C(=O)S1	0.767	10.2	0.0	-1.3	-4.3	23.3	-6.2	1.04
NC1=NS(=O)(=O)NC1c1ccc(F)cc1 (stereo not given)	0.942	-5.4	-8.9	-1.5	17.7	5.8	8.1	0.823
COc1ccc(Cl)cc1NC(=O)CSc1nc2ccsc2c(=O)n1CC1CCC(C(=O)O)CC1 (stereo not given)	0.934	-9.9	-4.0	-4.9	-26.0	6.6	-26.0	1.26
O=C(NCCCO)c1cc([N+](=O)[O-])cc2c1C=Cc1ccccc1O2	0.915	-4.2	1.8	46.8*	0.6	8.5	-10.1	0.994
O=C(Cc1ccc(Cl)cc1)Nc1cccc(-c2nnc(-c3ccco3)o2)c1	1.01	4.8	-6.8	0.4	-3.1	-1.0	-9.2	1.03
O=C(O)c1ccc(CSc2nnc(-c3ccccc3Br)o2)cc1	1.1	-2.2	-4.5	-3.2	-16.3	-9.6	-26.8	1.16
CCOC(=O)C1=C(CSc2nncn2C)NC(=O)NC1c1cc(OCC)ccc1OCC (stereo not given)	1.01	-4.5	1.4	-4.3	-2.2	-1.1	35.2	1.02
CCC(=O)Nc1cccc(-c2cn3cccc(C)c3n2)c1	1.1	2.6	3.4	0.2	-39.5	-10.0	-4.1	1.4
CCOC(=O)c1c(N)nn(C(C)=O)c1-c1ccccc1	0.989	-5.4	-3.7	-2.9	6.1	1.1	11.6	0.939
CCOC(=O)c1cc(-c2ccc(C)cc2)n(CCC(=O)N2CCN(c3ccccn3)CC2)c1C	1.06	-11.6	-0.1	-1.0	11.8	-6.5	31.7	0.882
COc1ccc(CCNC(=O)Nc2cccc([N+](=O)[O-])c2)cc1	1.25	3.2	-1.7	-4.4	11.5	-25.4	7.0	0.885
Cc1cc(C(=O)OCC(=O)NCc2ccccc2)c(C)o1	1	-8.3	-4.1	1.5	8.4	-0.3	-4.6	0.916
CCCCN(C(=O)c1ccc(N2CCCC2=O)cc1)c1c(N)n(Cc2ccccc2)c(=O)[nH]c1=O	0.976	-2.0	-5.7	5.0	8.9	2.4	3.4	0.911
Cc1ccccc1C(=O)N1CCC(C(=O)NN2C(=O)NC3(CCC(C)CC3)C2=O)CC1 (stereo not given)	0.999	-3.2	-5.0	0.5	2.2	0.1	6.1	0.978
COc1ccc(OC)c(-c2nc3c(C)n[nH]c(=O)c3[nH]2)c1	0.965	-7.2	10.4	-1.5	16.3	3.5	13.9	0.837
(further entries)
SMILES	mIAP activ	ATG4B inh	HKDC1 inh	A3A deaminase	hIAP block	mIAP inh	PfGluPho inh	hIAP activ
COC(=O)c1cc(C(=O)Nc2cccc(C)n2)cc([N+](=O)[O-])c1	0.946	-4.4	-3.0	-2.4	10.6	5.4	0.4	0.894
Cc1cc(-c2ccccc2)c2c(=O)n(-c3ccccc3)[nH]c2n1	0.987	-6.0	7.2	3.1	4.4	1.3	4.3	0.956
Clc1ccc(-c2nnc3n2CCCC3)cc1Cl	1.03	0.1	-3.1	-0.8	-32.5	-3.1	0.1	1.32
COC(=O)CSc1nc(C)cc(N2CCOCC2)n1	1.15	-22.4	-4.2	1.0	-3.2	-15.3	-6.3	1.03
Cc1cccc(NC(=O)CCN2CCN(C/C=C/c3ccccc3)CC2)c1	1.12	-9.8	-3.5	-8.5	7.5	-11.6	-8.9	0.925
O=C(O)c1ccccc1-n1cccc1C(=O)O	1.1	3.4	-3.5	14.0	-20.0	-10.0	-7.5	1.2
CCn1cc(SCC(=O)NC2CCCC2)c2ccccc21	0.987	6.9	0.3	-2.9	-5.7	1.3	-6.4	1.06
C=CCNC(=O)c1onc(CSc2ccccn2)c1C(=O)NCC=C	1.01	1.2	-1.3	-1.7	-0.9	-1.4	-1.7	1.01
CCC/C=C(\CCC)C(NC(=O)c1ccc(C(F)(F)F)cc1)c1ccccc1 (stereo not given)	1.12	/	/	-7.3	-5.1	-12.3	/	1.05
CCOc1ccc(-c2cc(CCCC(=O)NCCCOC)no2)cc1	1.14	-5.6	-0.5	-4.3	-17.8	-13.9	-4.1	1.18
CCCC1=C(C(=O)OCC)C(c2ccc(NC(C)=O)cc2)NC(=O)N1 (stereo not given)	1.09	-10.8	-2.7	-0.9	18.3	-9.4	-5.0	0.817
O=C(O)C1CC=CCC1C(=O)Nc1ccc2c(c1)OCCO2 (stereo not given)	0.976	-8.8	1.4	8.9	11.6	2.4	10.6	0.884
Cc1ccc(OCCN2CCOCC2)cc1C	0.966	4.0	-8.0	-6.3	12.1	3.4	-7.6	0.879
NS(=O)(=O)c1ccc(NC(=O)CN2CCc3ccccc3C2)cc1	0.984	-2.3	3.5	-4.0	14.3	1.6	-1.0	0.857
Cc1cccc(C(=O)NNC(=O)CCn2nnc3ccccc32)c1	0.892	8.6	-8.0	2.6	-13.2	10.8	-9.5	1.13
COc1ccc(/C=C(/NC(=O)c2ccccc2)C(=O)N2CCCC2)cc1	1.03	-4.6	-2.5	1.0	-6.7	-2.7	-12.8	1.07

2 compounds picked at random from those above:
SMILES	mIAP activ	ATG4B inh	HKDC1 inh	A3A deaminase	hIAP block	mIAP inh	PfGluPho inh	hIAP activ
COC(=O)CSc1nc(C)cc(N2CCOCC2)n1	1.15	-22.4	-4.2	1.0	-3.2	-15.3	-6.3	1.03
COc1ccccc1CC(=O)NCc1ccc2c(c1)OCO2	1.02	-10.0	-1.3	0.6	10.5	-2.2	-13.7	0.895

Entries above marked active in A3A deaminase:
SMILES	mIAP activ	ATG4B inh	HKDC1 inh	A3A deaminase	hIAP block	mIAP inh	PfGluPho inh	hIAP activ
O=C(NCCCO)c1cc([N+](=O)[O-])cc2c1C=Cc1ccccc1O2	0.915	-4.2	1.8	46.8*	0.6	8.5	-10.1	0.994
